# Source: PubChem (National Center for Advancing Translational Sciences (NCATS))
# Rhodamine autofl: compound fluoresces in the rhodamine spectral region; Rhodamine-region fluorescence, 547/598 nm, Tris buffer; hits give high values; max dye-equivalent concentration, M; actives 0.05% (n = 59,000); AID 594; in the data active = max dye-equivalent concentration above about 11 nM; inconclusive = between about 1.1 nM and that limit
#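 Read-out is relative fluorescence at 547 nm excitation and 598 nm emission, expressed as dye-equivalent concentration using rhodamine standards on every plate. Each compound was profiled across a concentration series after 15 min in 100 mM Tris, pH 8.0.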
# Luciferase inh: firefly luciferase inhibition; P08659; purified firefly luciferase, luminescence, 8 min; Potency, µM (titrated, usually from 57.1 µM), for inactives: top-dose activity change, negative = inhibition, most hits filed as inhibitors; actives 2.2% (n = 72,000); AID 411; note: potency is the fitted concentration of half-maximal effect; % is set by controls: 0 for no effect and ±100 for the full control effect; nearly all actives have a fitted effect of over 40% in size
#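 Compounds were tested as concentration series (qHTS) against purified P. pyralis luciferase with luciferin and 10 uM ATP in 50 mM imidazole pH 7.2, 50 mM KCl, 7 mM MgCl2, 0.01% Tween 20, 0.05% BSA. Luminescence was read after 8 min at ambient temperature.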
# A350 fluor: compound fluoresces in the Alexa 350 spectral region | Compound autofluorescence, 340/450 nm, Alexa 350 dye-equivalents; hits give high values | max dye-equivalent concentration, M | actives 11% (n = 59,000) | AID 590; in the data active = max dye-equivalent concentration above about 10 nM; inconclusive = mostly about 1.1 nM to 9.6 nM
# Fluorescein fluor: compound autofluorescence in fluorescein spectral region | Compound autofluorescence, 480/540 nm, fluorescein-equivalent; hits give high values | max fluorescein-equivalent concentration, M | actives 0.91% (n = 59,000) | AID 593; in the data active = max fluorescein-equivalent concentration above about 10 nM; inconclusive = between about 1.1 nM and that limit
#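 Autofluorescence profiling; 100 mM Tris, pH 8.0; incubation 15 min at RT; ex/em 480/540 nm; result as fluorescein-equivalent concentration.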
# Tau fil binding: binders of human tau filaments. P10636. actives 2% (n = 71,000). Potency, µM (titrated, usually from 57.1 µM), for inactives: at the top dose activity change, negative = inhibition. recombinant tau filaments, thioflavin S fluorescence, 15 h; filaments grown with octadecylsulfate alongside compound;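 note: potency is the fitted concentration of half-maximal effect; % is set by controls: 0 for no effect and ±100 for the full control effect; actives lower thioflavin S fluorescence by blocking filaments or displacing dye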
#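 His-tagged recombinant human tau (exons 2, 3 and 10 included), 1 uM, was induced to fibrillize by 30 uM sodium octadecylsulfate with compound present. After 15 h at 37 C, thioflavine S fluorescence (ex 450, em 510 nm) was read.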
# Caspase-7 inhib: allosteric or competitive inhibitors of human caspase-7 | actives 0.02% (n = 75,000) | P55210 | Potency, µM (titrated, usually from 57.5 µM), without a hit: at the top dose activity change, negative = inhibition, actives largely listed as inhibitors | recombinant caspase-7, Ac-DEVD-AFC fluorescence rate; active = well fitted inhibition curve with a large enough effect in the main read-out, with a control signal flat, not every such curve was filed as active; inconclusive = small, poorly fitted or top-dose-only effect, or a change in a side signal; note: potency is the fitted concentration of half-maximal effect; % of control where 0% means no effect
# 4-MU autofl: 4-MU region autofluorescence. compound autofluorescence, 340/450 nm, 4-MU equivalents; hits give high values. max dye-equivalent concentration, M. AID 589. actives 11% (n = 59,000); in the data active = max dye-equivalent concentration above about 10 nM; inconclusive = mostly about 1.1 nM to 9.6 nM
#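 Compounds in 100 mM Tris, pH 8.0, incubated 15 min at room temperature, then fluorescence read at 340 nm excitation/450 nm emission. Signal converted to 4-MU dye-equivalent concentration using an on-plate six-point 4-MU standard curve.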
# Casp1 inh: caspase-1 (human) inhibition, allosteric or competitive. P29466. Caspase-1 enzyme, Ac-WEHD-AFC fluorogenic rate. Potency, µM (titrated, usually from 57.5 µM), without a hit: top-dose activity change, negative = inhibition, hits mostly inhibitors. actives 0.03% (n = 75,000). AID 900;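 note: potency is the fitted concentration of half-maximal effect; plate controls were vehicle for no effect and no substrate for full effect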
# TexasRed autofl: compound fluoresces in the Texas Red spectral region; AID 587; actives 0.06% (n = 59,000); max dye-equivalent concentration, M; Compound fluorescence, Texas Red channel, 547/618 nm; hits give high values; in the data active = max dye-equivalent concentration above about 10 nM; inconclusive = between about 1.1 nM and that limit
#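 qHTS profiling of intrinsic compound fluorescence; 100 mM Tris pH 8.0; 15 min RT; ex 547 / em 618 nm; response expressed as Texas Red dye-equivalent concentration from six-point plate standard.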
# ERK AVP block: blocks ERK signaling stimulated by vasopressin | Potency, µM (doses to about 57.5 µM), inactives show at the top dose activity, negative = inhibition, actives largely listed as inhibitors | HEK293-V1b, vasopressin-stimulated pERK AlphaScreen | actives 0.99% (n = 72,000); note: potency is the fitted concentration of half-maximal effect; % is set by controls: 0 for no effect and ±100 for the full control effect; nearly all actives have a fitted effect of over 55% in size
#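 Overnight-seeded V1b-HEK293 cells in 1% FBS got compound, then vasopressin (25 nM final, 5 min, 37C), then lysis buffer. AlphaScreen detection of phospho-ERK; activity normalized to basal and full-stimulation controls.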
# HEK293 cAMP cs: counter-screen for TSHR agonists: cAMP increase in parental HEK293; actives 2.5% (n = 73,000); Potency, µM (series often up to 57.1 µM), for the others: top-dose activation, actives largely listed as activators; parental HEK293 CNG cAMP sensor, membrane potential fluorescence; AID 938; note: potency is the fitted concentration of half-maximal effect; % of control where 0% means no effect; nearly all actives have a fitted effect of over 55% in size
#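 Parental HEK 293 cells stably expressing a cAMP-gated CNG channel were loaded with membrane potential dye containing 100 uM RO 20-1724 for 60 min. Compound added for 30 min; depolarization read as fluorescence intensity at 590 nm.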
# * = called active by the depositor; i = inactive; u = inconclusive; x = not tested or not shown; [ ] = dose if it differs, or a comment. Unless noted, calls come from the whole dose curve; as a rule, active = well fitted curve in the direction sought with a large enough effect; inconclusive = small, poorly fitted or top-dose-only effect, or another doubt; inactive = no such curve, though single readings can be large; an effect the other way counts as inactive or inconclusive. The list is partial; the hit share may differ from the screen's.
# Results follow in this order: HEK293 cAMP cs | Luciferase inh | Fluorescein fluor | Caspase-7 inhib | ERK AVP block | 4-MU autofl | Casp1 inh | TexasRed autofl | Tau fil binding | Rhodamine autofl | A350 fluor
- CCOC(=O)C1=C(N)N2C(=O)CSC2=C(C(=O)OC)C1
 : x | 1.4%[25.5 µM] | i | x | x | u | x | i | x | i | u
- COc1cccc(CNC(=O)Cn2c(=O)oc3ccccc32)c1OC
 : 5.2% | 1.7% | x | -1.7% | -15.3% | x | -3.2% | x | -1.9% | x | x
- N#Cc1nc(COc2cccc(Cl)c2)oc1N1CCCC1
 : 12.6µM* | 0.5% | x | -12.5% | -28.0% | x | 2.1% | x | 20.5% | x | x
- COc1ccc(CNc2nc3c(c(=O)[nH]c(=O)n3C)n2CCCc2ccccc2)cc1
 : -27.0% | 2.3% | i | -0.1% | -18.5% | i | -1.3% | i | -7.4% | i | i
- CC(=O)Nc1ccc(C(=O)CSc2nnc(-c3ccc(O)cc3)n2CC2CCCO2)cc1 (stereo not given)
 : -2.2% | -3.4% | i | 0.4% | -10.5% | i | -2.2% | i | -4.0% | i | i
- CCO[C@H]1O[C@@H]([C@H](COCc2ccccc2)OCc2ccccc2)[C@@H](OCc2ccccc2)[C@H]1O
 : 1.0%[25.6 µM] | 0.3%[25.5 µM] | u | -2.3%[25.7 µM] | 34.5%[25.7 µM] | u | -3.9%[25.7 µM] | i | -16.2%[25.6 µM] | i | u
- CC(=O)Nc1cccc(-c2cnc3ccccc3n2)c1
 : -11.2% | u | u | -0.6% | -22.6% | i | 0.9% | i | -15.8% | i | i
- CCOC(=O)Cn1c(=O)oc2cc(S(=O)(=O)NC3CCCc4ccccc43)ccc21 (stereo not given)
 : 4.2% | 3.9% | x | -1.7% | x | x | -4.7% | x | -10.7% | x | x
- COC(=O)C1(CCSC)NC(c2ccccc2OC)C2C(=O)N(C)C(=O)C21 (stereo not given)
 : 3.1% | 0.4% | u | -0.5% | -4.1% | i | 1.1% | u | 7.0% | i | i
- COc1ccc(OC)c(-c2c[n+](=O)c3c(n2[O-])CCCC3)c1
 : 10.8% | -0.3% | i | -0.9% | -6.5% | i | -2.1% | i | -14.0% | i | u
- CCC(C)(C)n1nnnc1C(c1ccc(OC)c(OC)c1)N1CCN(c2ccc(F)cc2)CC1 (stereo not given)
 : u | 2.7% | i | -1.4% | -12.0% | i | 2.9% | i | 1.8% | i | i
- CCOC(=O)CNC(=O)c1ccc2c(c1)OCCO2
 : 3.4% | u | i | -1.4% | 1.2% | i | 1.7% | i | 6.9% | i | i
- CCCCCn1c(SCC#N)nc2cc(C(=O)NC3CCCCC3)ccc2c1=O
 : 11.8% | 1.2% | i | 0.5% | -10.6% | i | 0.6% | i | 7.4% | i | i
- CCCOC(=O)CCn1c(=S)oc2ccccc21
 : 16.6% | -1.7% | u | 0.4% | -13.9% | i | -0.2% | i | -3.9% | i | i
- CC(/C=C/c1ccc(Cl)o1)=C\C(=O)O
 : 24.6% | 1.9% | i | -2.1% | -2.2% | i | -2.4% | u | 7.4% | i | u
- CC(CC(=O)O)(CC(=O)O)C(=O)O
 : u | 3.3%[11.4 µM] | i | 3.6%[11.5 µM] | -14.5%[11.5 µM] | i | -2.3%[11.5 µM] | i | 0.7%[11.4 µM] | i | i
- CCc1ccc(CCC(=O)Nc2ccc(C)cc2C)o1
 : 11.1% | -14.7% | i | -0.7% | -5.0% | i | -0.2% | i | 7.0% | i | u
- CC(C)CO/N=C1/C[C@@H](O)[C@@H](O)[C@@H]2[C@@H]3C(=O)N(C[C@@H]4CCCO4)C(=O)[C@H]3CC[C@@H]12
 : 4.3%[11.4 µM] | -3.3%[11.4 µM] | x | 2.0%[11.5 µM] | 8.6%[11.5 µM] | x | -2.1%[11.5 µM] | x | x | x | x
- COCCCN1CC23C=CC(O2)C(C(=O)OC)C3C1=O (stereo not given)
 : -5.6% | 2.0% | i | 0.9% | -0.1% | i | -0.7% | i | 10.2% | i | i
- COC(=O)c1ccc(S(=O)(=O)N(Cc2cc3cc4c(cc3[nH]c2=O)OCO4)C2CCCCC2)cc1
 : -3.5% | 1.0% | u | -1.4% | -3.7% | 5.53e-08M* | -5.0% | u | 7.0% | i | 5.03e-08M*
- CC1(CC(=O)O)O[C@H]2CCCCC[C@H]2O1 (stereo not given in full) (tested in a mixture with another compound)
 : 12.9%[11.4 µM] | 2.8%[11.4 µM] | i | 2.2%[11.5 µM] | 36.0%[11.5 µM] | i | -0.5%[11.5 µM] | i | 1.6%[11.4 µM] | i | i
- CCCOc1ccc(N2C(=O)CC(N(O)c3ccccc3)C2=O)cc1 (stereo not given)
 : -16.8% | 2.0% | i | 0.8% | -14.3% | i | -0.6% | i | 25.1µM* | i | i
- Cn1c(SCc2nc3ccccc3c(=O)[nH]2)nnc1-c1ccco1
 : 3.2% | 2.6% | u | -0.7% | -10.5% | i | -1.9% | i | -8.0% | i | i
- COCC(C)n1c(C)cc(C(=O)COc2ccc(S(=O)(=O)N3CCOCC3)cc2Cl)c1C (stereo not given)
 : 8.1% | -3.1% | u | -3.0% | 6.6% | i | 1.8% | i | 13.3% | i | i
- CCCn1cnc2cc(NCc3cccc(OC)c3)ccc21
 : -8.8% | -13.7% | i | -3.9% | -11.7% | i | 0.1% | i | -12.7% | i | i
- COc1cccc(-n2nnc3c(=O)n(Cc4ccc(F)cc4)cnc32)c1
 : u | -1.9% | i | -2.2% | 11.2% | i | -2.6% | i | 17.3% | i | i
- COC(=O)CCc1n[nH]c(=O)[nH]c1=O
 : 11.7% | 1.1% | x | 0.3% | x | x | 1.3% | x | -6.7% | x | x
- COc1cccc(Cn2c(Oc3ccccc3)nc3c2c(=O)n(C)c(=O)n3C)c1
 : x | -1.3%[25.5 µM] | i | x | x | i | x | i | x | i | u
- c1cc(CNCCN2CCNCC2)ccn1
 : 0.7%[11.4 µM] | 1.9%[11.4 µM] | u | 1.5%[11.5 µM] | -4.7%[11.5 µM] | i | 3.1%[11.5 µM] | i | 2.1%[11.4 µM] | i | i
- COc1cccc(-c2cc(N(C)Cc3ccco3)ncn2)c1
 : 21.5% | -9.8%[2.29 µM] | i | -10.4% | -6.1% | u | -6.5% | i | 5.0% | i | u
- CC(C(=O)Nc1ccccc1C(=O)N1CCCC1)n1nnc2ccccc21 (stereo not given)
 : -1.0% | -1.8% | i | 1.1% | 11.5% | i | 3.0% | u | -2.0% | i | i
- CCc1ccc2nc(NC(=O)c3cc(C)on3)sc2c1
 : 8.9% | -20.1% | u | -1.4% | -0.7% | i | 1.3% | i | 8.1% | i | i
- O=C(Nc1ccc(OCC(=O)N2CCN(S(=O)(=O)c3ccccc3)CC2)cc1)c1ccco1
 : -4.9% | -25.2% | u | -4.7% | -5.0% | i | -1.7% | i | -4.9% | i | i
- C=CCn1cnc2c(c1=O)c1nc3ccccc3nc1n2/N=C/c1ccccn1
 : -4.2% | 0.2% | i | -3.6% | -24.1% | 1.52e-07M* | -0.7% | i | u | i | 1.8e-07M*
- CCCn1c(CN2CCN(C(=O)c3ccco3)CC2)nc2c1c(=O)n(C)c(=O)n2C
 : 8.6% | 1.2% | x | 1.5% | x | x | -3.8% | x | 8.3% | x | x
- COC(=O)c1cc(OC)c(OC)cc1NC(=O)Nc1ccc(OC)cc1OC
 : 1.4% | -0.6% | i | -0.3% | -14.0% | i | 0.1% | u | 0.7% | i | u
- O=C(NC1CC2CCC1C2)C1COc2ccccc2O1 (stereo not given)
 : 11.2% | -1.9% | i | 0.4% | -31.5% | i | 1.1% | i | -1.7% | i | i
- COc1ccccc1-n1c(=S)sc2c(=O)n(Cc3ccco3)c(SC)nc21
 : u | 1.4% | i | -2.4% | -15.4% | i | 0.6% | u | 36.7% | i | i
- CCCn1c(SCC(=O)Nc2cc(C)on2)nc2c1c(=O)n(C)c(=O)n2C
 : 1.4% | 4.8% | i | 0.8% | -2.9% | i | 0.1% | i | 0.3% | i | i
- COc1ccc(C(O)P(=O)(O)CCc2ccccc2)cc1 (stereo not given)
 : u | 1.7% | u | 0.2% | 6.6% | i | -1.3% | u | 3.9% | i | u
- O=C(Nc1cccc2nsnc12)c1ccc2c(c1)OCCO2
 : 25.3% | 20µM* | i | -29.9% | 27.4% | u | u | i | -15.6% | i | u
- C=CCOC(=O)C1=C(C)NC(SCC(=O)OCC)=C(C#N)C1c1ccc(O)c(OC)c1 (stereo not given)
 : -1.3% | 0.9% | i | -4.0% | -0.1% | u | -5.7% | i | 4.8% | i | u
- O=C(NCCOCC(F)(F)C(F)F)c1cc(F)c(F)cc1Cl
 : 9.7% | 2.4% | i | 0.8% | -0.7% | i | -0.6% | i | 4.4% | i | i
- c1ccc(Nc2ncncc2-c2ccoc2)cc1
 : -0.1% | -2.1%[2.29 µM] | i | -12.0% | -27.6% | i | -5.4% | i | 42.0% | i | i
- CC(=O)Nc1cc(NC(C)=O)c2nc(N)sc2c1
 : 2.1% | -1.1% | i | -0.8% | -6.4% | i | 1.5% | i | 7.6% | i | i
- Cc1cc(C)c(C(=O)COC(=O)Cn2cnnn2)cc1C
 : 9.9% | 2.8% | u | 0.7%[0.00368 µM] | -1.0% | i | -0.3% | u | -4.5% | i | i
